Compound activity from PubChem.
Nrf2 block: Nrf2 qHTS screen for inhibitors; A549 ARE-Fluc reporter, luciferase luminescence, 18-24 h; Potency, µM (doses to about 46 µM), for inactives: at the highest dose activity change, negative = inhibition, usual class: inhibitors; 360,000 tested, 2.1% active; AID 504444, 2011; note: potency is the fitted concentration of half-maximal effect; % is set by controls: 0 for no effect and ±100 for the full control effect; nearly all actives have a fitted effect of over 60% in size
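In this cell-based qHTS, ARE-driven firefly luciferase in A549 cells reports Nrf2 activity; the luminescent signal after BugLite lysis is the measured value, with a prior CellTiter-Fluor read for cell health.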
TGFb SMAD3 inh: qHTS for Inhibitors of TGF-b | HepG2 CAGA-GFP TGF-b/SMAD3 reporter, GFP fluorescence, 18 h; TGF-beta stimulated, 500 pg/mL final | Potency, µM (top dose mostly 46.1 µM), without a hit: at the top dose activity, negative = inhibition, most hits filed as inhibitors | 410,000 tested, 1.2% active | AID 588855, 2011; note: potency is the fitted concentration of half-maximal effect; % is set by controls: 0 for no effect and ±100 for the full control effect; nearly all actives have a fitted effect of over 65% in size
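GFP signal (ex488/em500-530) from TGF-beta-stimulated HEPG2 CAGA-GFP cells, 500 pg/mL final, 18 h at 37 degrees C in DMEM plus 1% FBS, normalized to unstimulated and DMSO-stimulated controls.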
Akt phos inh: HTS Assay for Inhibitors of Akt Phophorylation: Primary Screen; Neuro2A IGF-stimulated pAkt S473 HTRF, 20 min; stronger effect = lower value; activity change, % for hits at 50 µM; 360,000 tested, 0.32% active; in the data active = activity change below about -80%; inconclusive = mostly about -51% to -80%; note: % is set by controls: 0 for no effect and ±100 for the full control effect
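Single-point screen (50 µM final compound) in Neuro2A cells stimulated 20 min with 6 nM IGF at 37 deg C. After lysis, Ser473-phosphorylated Akt read by HTRF (ex 330 nm, em 615/665 nm) as the 665/615 ratio.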
EPAC2 antag: qHTS for Antagonist of cAMP-regulated guanine nucleotide exchange factor 2 (EPAC2): primary screen; Rap guanine nucleotide exchange factor 4 (Homo sapiens), Q8WZA2; Potency, µM (top dose mostly 114 µM), inactives show top-dose activity, negative = inhibition, actives largely listed as inhibitors; 360,000 tested, 0.18% active; AID 720708, 2013; EPAC2 GEF exchange of Rap1B-BODIPY-GDP, fluorescence; note: potency is the fitted concentration of half-maximal effect; % is set by controls: 0 for no effect and ±100 for the full control effect; nearly all actives have a fitted effect of over 45% in size; many of its hits are not listed in these tables
Target sequence (Q8WZA2 whole entry, looked up): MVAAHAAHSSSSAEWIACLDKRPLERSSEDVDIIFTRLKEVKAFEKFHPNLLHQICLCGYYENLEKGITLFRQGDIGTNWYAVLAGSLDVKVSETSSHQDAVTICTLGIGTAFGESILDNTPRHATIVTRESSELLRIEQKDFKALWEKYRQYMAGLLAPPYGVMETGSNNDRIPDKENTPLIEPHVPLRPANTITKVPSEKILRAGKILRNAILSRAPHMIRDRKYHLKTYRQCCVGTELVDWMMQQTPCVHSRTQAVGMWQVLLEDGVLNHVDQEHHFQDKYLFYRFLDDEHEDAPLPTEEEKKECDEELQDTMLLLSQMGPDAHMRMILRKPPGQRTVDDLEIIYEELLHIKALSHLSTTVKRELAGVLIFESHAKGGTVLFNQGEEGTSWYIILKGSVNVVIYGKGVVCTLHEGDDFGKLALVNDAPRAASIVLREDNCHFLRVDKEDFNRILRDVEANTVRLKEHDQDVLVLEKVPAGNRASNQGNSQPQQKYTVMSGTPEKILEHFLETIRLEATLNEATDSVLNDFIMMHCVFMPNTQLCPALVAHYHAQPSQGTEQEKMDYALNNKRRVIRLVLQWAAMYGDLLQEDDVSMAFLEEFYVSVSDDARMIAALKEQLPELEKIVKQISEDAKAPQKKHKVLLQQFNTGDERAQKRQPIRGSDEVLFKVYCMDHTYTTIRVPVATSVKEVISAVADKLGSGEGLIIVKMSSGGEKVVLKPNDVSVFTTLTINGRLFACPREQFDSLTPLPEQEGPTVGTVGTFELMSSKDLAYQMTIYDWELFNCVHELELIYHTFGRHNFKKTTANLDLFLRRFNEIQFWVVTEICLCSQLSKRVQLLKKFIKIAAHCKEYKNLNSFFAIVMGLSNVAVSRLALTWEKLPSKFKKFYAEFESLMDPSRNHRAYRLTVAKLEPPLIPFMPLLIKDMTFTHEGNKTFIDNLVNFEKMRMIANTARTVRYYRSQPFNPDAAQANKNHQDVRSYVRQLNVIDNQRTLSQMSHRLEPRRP
CCT chaperon mod: High-Throughput Screening for Modulators of Cytosolic Chaperonin Activity | purified chaperonin ATPase assay, HTRF ADP detection, 30 min | activity change, % (concentration not given with the values), hits read low | 360,000 tested, 0.3% active; in the data active = activity change below about -30%; note: % is set by controls: 0 for no effect and ±100 for the full control effect
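Nucleotide hydrolysis assay: TRiC at 20–40 nM final (set by batch activity) with 10 uM ATP, 30 min at 37 °C, in presence of 76 uM compound. Detection by competitive ADP HTRF, 30 min ambient.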
MmCpn inh: Inhibitors of TCP-1 ring complex (TRiC) of Methanococcus maripaludis (MmCpn): qHTS; purified Mm-Cpn ATPase, ADP Transcreener TR-FRET; Potency, µM (highest dose often 76.9 µM), inactives show top-dose activity, negative = inhibition, usual class: inhibitors; 330,000 tested, 0.031% active; AID 504842, 2011; note: potency is the fitted concentration of half-maximal effect; % is set by controls: 0 for no effect and ±100 for the full control effect; nearly all actives have a fitted effect of over 80% in size
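Measured: ADP formation by purified Mm-CPN. Conditions: 25 nM protein, 10 uM ATP, Tris pH 7.4 with Mg2+, K+ and DTT, 37°C for 30 min. Detection: Transcreener HTRF after 30 min at room temperature.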
EPAC2 agonist: qHTS for Agonist of cAMP-regulated guanine nucleotide exchange factor 4 (EPAC2): primary screen. Rap guanine nucleotide exchange factor 4 (Homo sapiens), Q8WZA2. EPAC2 activation, biochemical qHTS; response scale: 100% = 6.5 mM cAMP response. Potency, µM (doses to about 154 µM), inactives show at the top dose activation, most hits filed as activators. 360,000 tested, 0.079% active. AID 720711, 2013; note: potency is the fitted concentration of half-maximal effect; nearly all actives have a fitted effect of over 50% in size
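In this primary screen, activation is scored as increased exchange of BODIPY-GDP from Rap1B by 100 nM EPAC2, with 50 uM GDP as competitor. Signal is normalized to the 6.5 mM cAMP agonist control.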
A549 tox: Nrf2 qHTS screen for inhibitors: counterscreen for cytotoxicity; AID 504648, 2011; 390,000 tested, 0.16% active; A549 ARE-Fluc cells, CellTiter-Fluor viability, 18-24 h; Potency, µM (titrated, usually from 46 µM), for the others: at the highest dose activity change, negative = cytotoxicity, usual class: inhibitors; note: potency is the fitted concentration of half-maximal effect; % is set by controls: 0 for no effect and ±100 for the full control effect
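A549 ARE-Fluc cells in 5% FBS OPTI-MEM, 5000 cells/well, rested 2 h then exposed to compounds in concentration-response for 18-24 h at 37 °C. Viability by CellTiter-Fluor fluorescence (Ex 405/Em 525) after 30 min; luciferase luminescence (BugLite, 15 min, RT) read afterwards.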
Nrf2 ARE act: qHTS of Nrf2 Activators | AID 624171, 2012 | Potency, µM (titrated, usually from 46.1 µM), for the others: at the highest dose activation, actives largely listed as activators | AREc32 ARE-luciferase reporter (MCF7-derived line), luminescence, 24 h | 410,000 tested, 0.31% active; note: potency is the fitted concentration of half-maximal effect; % of control where 0% means no effect; nearly all actives have a fitted effect of over 65% in size
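ARE-driven firefly luciferase activity in AREc32 cells measured after a 24 hr compound exposure at 37 deg C, using Steady-Glo reagent and a 30 min room-temperature hold.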
Active calls of the source: *; i = inactive; ? = inconclusive; . = no result given; & = joins results of further samples; [ ] = another dose, or the depositor's remark. Unless noted, calls come from the whole dose curve; as a rule, active = well fitted curve in the direction sought with a large enough effect; inconclusive = small, poorly fitted or top-dose-only effect, or another doubt; inactive = no such curve, though single readings can be large; an effect the other way counts as inactive or inconclusive. Only part of the results is shown (hit frequency here may not be typical).

SMILES | Nrf2 block | TGFb SMAD3 inh | Akt phos inh | EPAC2 antag | CCT chaperon mod | MmCpn inh | EPAC2 agonist | A549 tox | Nrf2 ARE act
Cc1ccc(S(=O)(=O)N[C@@H](Cc2ccccc2)C(=O)N2CCC[C@@H]2C(=O)O)cc1 | 1% | 8% | i | 13% | 2.8 | 1% | 0% | 0% | -0.9%
CCOc1ccccc1C1C(C(=O)OC)=C(N)OC2=C1C(=O)CCC2 (stereo not given) | 4% | 17% | i | 7% | -0.7 | -1% | 3% | -2% | -0.6%
O=C(CCn1c(=S)[nH]c2cc3c(cc2c1=O)OCO3)NCc1cccc(Cl)c1 | -21% | 9% | i | 1% | -1.7 | -2% | 0% | -4% | 0.2%
CC(C)(C)S(=O)N1Cc2cc(C(=O)N[C@@H]3CCN(Cc4ccccc4)C3)nc(-c3cccc(-c4cc5ccccc5o4)c3)c2[C@@H]1CCO (stereo not given in full) | . | ? | i | 10% | -0.6 | . | 1% | . | 1.4%
CCOC(=O)c1cc(NC(=O)Nc2cc(C)ccn2)c(C)nc1C | -18% | -2% | i | 3% | -1.7 | -1% | 7% | 18% | 2.3%
CCN(CC(=O)NCCc1ccc(S(N)(=O)=O)cc1)Cc1nc2ccccc2c(=O)[nH]1 | ? | -6% | i | -2% | -0.2 | 2% | 5% | -7% | -0.1%
CCn1c(=O)c2sccc2n(Cc2ccc(C)cc2)c1=O | -12% | 2% | i | 10% | -1.8 | 1% | 2% | 26% | 0.0%[9.22 µM]
COc1cc(NC(=O)c2ccccc2)c(OC)cc1NC(=O)Cc1ccc(Br)cc1 | ? | 0% | i | -4% | -2.0 | 0% | 1% | -12% | 1.7%
CCC(C)NS(=O)(=O)c1ccc(OCC(=O)Nc2ccc(F)cc2F)cc1 (stereo not given) | . | -1% | -111%* | -4% | 1.3 | 0% | -1% | -9% | -0.8%
O=C(c1ccccc1)c1cc(F)c(N2CCOCC2)cc1Cl | -16% | -7% | i | 2% | 0.4 | -7% | 10% | 4% | 0.5%
COc1ccccc1N1CCN(Cc2nnnn2CCc2ccccc2)CC1 | 7% | -15% | i | -5% | 0.6 | -2% | 3% | 1% | -1.5%
CC(=O)Nc1cccc(C(=O)OC(C)C(=O)N2CCc3ccccc32)c1 (stereo not given) | ? | -5% | i | 16% | 0.1 | -1% | 12% | 1% | 0.3%
O=c1c2ccccc2nc(N/N=C/c2ccccc2)n1O | 14% | -9% | i | 4% | -3.0 | 1% | -2% | -1% | 0.4%
O=c1[nH][nH]c(=O)c2cc([N+](=O)[O-])ccc12 | -1%&-21% | 4%&-4% | i | 23%&-23% | 0.8&2.0 | 4% | 7%&18% | 5%&-10% | -0.3%&-0.4%
Cc1cc(=O)oc2c(O)c(O)ccc12 | 0% | -4% | i | 4% | 1.3 | . | 5% | -6% | 6.2%
CC(C)CC1OC(C(C)C)Cc2[nH]c(=S)[nH]c(=O)c21 (stereo not given) | . | . | i | -5% | 1.1 | . | -13% | . | -0.7%
Cc1oc2c(CN(C)C)c(O)ccc2c(=O)c1-c1ccc2ccccc2n1 | 1% | -5% | i | 2% | -1.2 | 1% | 2% | 13% | 0.2%
OCCN1CCN(Cc2cccc(Oc3ccc(Cl)cc3)c2)CC1 | 0% | 0% | i | 4% | -6.4 | 0% | -15% | -5% | 0.2%
Cc1ccc(N2C(=O)NC3(CCCCC3)C2=O)cc1 | 6% | 8% | i | 4% | -9.6 | -1% | -8% | -1% | 0.6%
COC1(NS(=O)(=O)c2ccc(Br)cc2)C(C)=CC(=O)C=C1C | 4% | -3% | i | 8% | -3.1 | 1% | 1% | 1% | -0.2%[9.22 µM]

Complete entries, quoted from the list:
O=C(c1ccccc1)c1cc(F)c(N2CCOCC2)cc1Cl is listed with Nrf2 block: -16%; TGFb SMAD3 inh: -7%; Akt phos inh: i; EPAC2 antag: 2%; CCT chaperon mod: 0.4; MmCpn inh: -7%; EPAC2 agonist: 10%; A549 tox: 4%; Nrf2 ARE act: 0.5%
CC(C)(C)S(=O)N1Cc2cc(C(=O)N[C@@H]3CCN(Cc4ccccc4)C3)nc(-c3cccc(-c4cc5ccccc5o4)c3)c2[C@@H]1CCO (stereo not given in full) is listed with Nrf2 block: .; TGFb SMAD3 inh: ?; Akt phos inh: i; EPAC2 antag: 10%; CCT chaperon mod: -0.6; MmCpn inh: .; EPAC2 agonist: 1%; A549 tox: .; Nrf2 ARE act: 1.4%

The listing continues.
Every second line gives: Nrf2 block	TGFb SMAD3 inh	Akt phos inh	EPAC2 antag	CCT chaperon mod	MmCpn inh	EPAC2 agonist	A549 tox	Nrf2 ARE act
Cc1cc(=O)[nH]c(N=N/C(=N/Nc2ccc(O)cc2)c2ccccc2)n1
→ 26%	-9%	i	-4%	0.8	0%	-21%	-10%	1.1%
CCCOc1cccc(C(=O)NCCCNC(=O)c2ccccn2)c1
→ ?	5%	i	0%	-0.9	-1%	-3%	1%	-0.4%
Cc1nn(-c2ccccc2)c(OC(=O)c2ccccc2Cl)c1S(=O)(=O)c1ccccc1
→ -5%	0%	.	.	.	.	.	1%	0.0%
Cc1cc(OC(F)F)ccc1NC(=S)NCCc1ccccc1
→ 5%	-3%	i	6%	1.1	-1%	7%	7%	0.5%
Cc1ccc(-n2c(C)nnc2SCC(=O)Nc2ccccc2)cc1
→ ?	0%	i	-1%	0.9	-1%	-5%	4%	-0.9%
O=C(Nc1cc(S(=O)(=O)N2CCOCC2)ccc1N1CCOCC1)c1ccccc1F
→ -10%	-1%	i	-7%	-1.7	1%	9%	-5%	-0.4%
CC(C(=O)Nc1ccc(F)c(F)c1F)N(C)Cc1cccs1 (stereo not given)
→ -19%	0%	i	-6%	0.8	-8%	2%	3%	0.1%
COc1ccc(Cl)cc1C(=O)NNC(=O)COC(=O)c1ccc(Br)o1
→ 18%	-6%	i	2%	0.2	0%	-5%	4%	2.9%
COc1cccc(C(C(=O)NC2CCCC2)N(Cc2ccco2)C(=O)c2ccco2)c1OC (stereo not given)
→ ?	-20%	i	22%	3.1	3%	11%	-24%	1.4%
COc1cc(C2C3=C(COC3=O)Oc3cc4c(cc32)OCO4)cc(OC)c1O (stereo not given)
→ 14%	?	i	-2%	-3.1	.	1%	-2%	3.4%
COc1ccccc1N1CCN(S(=O)(=O)c2cccs2)CC1
→ ?	2%	i	-3%	-1.5	3%	21%	2%	-1.0%
CCO[C@@H]1OC(C(N)=O)=C[C@H](c2cn(C(C)=O)c3ccccc23)[C@H]1CCCO
→ 4%	?	i	19%	-1.4	.	9%	-3%	0.3%
CN1c2cccc3cccc(c23)N(C)C1(C)C
→ -19%	-22%	i	8%	-4.4	-5%	1%	6%	0.3%
Cc1ccc(-c2[nH]nc3c2C(c2ccsc2)C(C#N)=C(N)O3)cc1 (stereo not given)
→ 5%	0%	i	7%[57.1 µM]	-1.5	-1%	5%	-9%	16%
Cc1ccc(Cl)cc1NC(=O)CC1NCCNC1=O (stereo not given)
→ -5%	-8%	i	-1%	-1.4	1%	8%	-9%	0.2%
COc1ccc(C(CNC(=O)CNC(=O)c2ccc(F)cc2)N2CCCC2)cc1 (stereo not given)
→ 9%	10%	i	1%	1.1	3%	5%	-1%	-0.2%
COc1ccc(/C=N/N=C2/NC(=O)C(CC(=O)O)S2)cc1OCc1ccc(Cl)cc1 (stereo not given)
→ -13%	8%	i	3%	-1.7	2%	0%	-1%	2.4%
CS(=O)(=O)NCCOc1ccc(S(=O)(=O)N2CCCc3ccccc32)cc1
→ -23%	-8%	i	-1%	0.3	1%	18%	0%	-0.3%
C[C@H]1CN([C@@H](C)CO)C(=O)Cc2cc(NS(=O)(=O)c3cn(C)cn3)ccc2O[C@@H]1CN(C)C(=O)Nc1ccc(F)cc1
→ 8%	0%	i	4%	0.0	0%	12%	0%	0.2%
COc1cc(OC)c(C2CC(=O)N3CN(c4ccccc4)CSC3=C2C#N)cc1OC (stereo not given)
→ 13%	?	i	0%	0.1	-1%	2%	.	0.0%
CC(C)CC(C(=O)NCc1ccccn1)N1C(=O)c2ccccc2C1=O (stereo not given)
→ -1%	?	i	7%	-1.0	-1%	-1%	5%	-0.6%
CC(=O)N1CCOc2cc(S(=O)(=O)NCc3ccccc3Cl)c(Cl)cc21
→ 5%	?	.	.	.	1%	.	0%	0.6%
CCc1ccc(C(=O)c2cn(CC(=O)Nc3cccc(C)c3C)c3nc(C)ccc3c2=O)cc1
→ -3%	-4%	.	.	.	.	.	-6%	0.0%
